LYPLA1 counter = LYPLA1 (human) inhibition in PME1 counter-screen; recombinant LYPLA1, FP-Rh probe fluorescence polarization; actives 0.16% (n = 320,000); O75608; inhibition, % at 5.9 µM;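 active means inhibition above the mean of all tested compounds plus 3 SD, set per campaign, cut at about 14% in these data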;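 further: inhibitors block serine hydrolase probe labeling of LYPLA1 so polarization falls; 0% = enzyme with DMSO and 100% = wells lacking LYPLA1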
Target sequence (O75608 whole entry, looked up): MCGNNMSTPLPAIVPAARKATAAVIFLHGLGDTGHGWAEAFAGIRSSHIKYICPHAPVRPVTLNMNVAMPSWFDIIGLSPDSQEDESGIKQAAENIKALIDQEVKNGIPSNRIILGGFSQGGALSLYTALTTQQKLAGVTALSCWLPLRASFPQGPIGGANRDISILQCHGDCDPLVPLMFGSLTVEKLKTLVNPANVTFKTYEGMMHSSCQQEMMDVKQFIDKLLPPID
LYPLA2 inh = counter-screen for PME1 inhibitors: inhibitors of human LYPLA2 | recombinant LYPLA2, FP-Rh probe fluorescence polarization | inhibition, % at 5.9 µM | actives 0.38% (n = 320,000) | AID 2177;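 active means inhibition above the screen-wide mean plus 3 SD, limit set per campaign, cut at about 26% in these data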;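 further: 0% = LYPLA2 with DMSO and 100% = wells lacking LYPLA2 enzyme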
Target sequence (O95372 whole entry, looked up): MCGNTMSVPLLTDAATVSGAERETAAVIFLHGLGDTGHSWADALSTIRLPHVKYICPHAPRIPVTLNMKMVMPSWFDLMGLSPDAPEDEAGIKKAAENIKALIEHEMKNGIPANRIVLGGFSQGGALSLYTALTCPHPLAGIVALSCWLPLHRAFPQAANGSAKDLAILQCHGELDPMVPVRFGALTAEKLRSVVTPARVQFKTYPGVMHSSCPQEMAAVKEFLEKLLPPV
PAFAH1B3 inh = blocks human PAF acetylhydrolase 1B catalytic subunit 3 | Q15102 | recombinant PAFAH1B3, FP-rhodamine probe, fluorescence polarization | inhibition, % at 3.39 µM | actives 0.28% (n = 340,000) | AID 492972;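 active means inhibition above the screen-wide average of all tested compounds plus 3 SD, cut at about 25% in these data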;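 further: 0% = enzyme with DMSO only and 100% = wells lacking PAFAH1B3 protein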
Target sequence (Q15102 whole entry, looked up): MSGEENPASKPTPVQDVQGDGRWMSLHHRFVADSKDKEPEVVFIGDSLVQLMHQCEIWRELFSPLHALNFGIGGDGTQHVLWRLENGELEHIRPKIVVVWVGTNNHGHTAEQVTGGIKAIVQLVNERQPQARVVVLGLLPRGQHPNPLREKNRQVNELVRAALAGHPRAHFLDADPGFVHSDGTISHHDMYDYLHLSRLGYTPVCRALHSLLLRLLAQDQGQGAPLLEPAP
EBNA-1 inh = blocks EBNA-1 binding to DNA; EBNA-1 DNA binding, fluorescence polarization; inhibition, % at 14.8 µM; actives 0.34% (n = 300,000); in the data active means inhibition above about 28%
PAFAH1B2 inh = blocks human PAF acetylhydrolase 1b catalytic subunit 2; P68402; recombinant PAFAH1B2, FP-rhodamine activity probe, fluorescence polarization; inhibition, % at 3.39 µM; actives 1.2% (n = 340,000); AID 492953;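 active means inhibition above the mean of all tested compounds plus 3 SD, cut at about 24% in these data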;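 further: 0% = enzyme with DMSO and 100% = wells lacking PAFAH1B2; many of its hits are not listed in these tables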
Target sequence (P68402 whole entry, looked up): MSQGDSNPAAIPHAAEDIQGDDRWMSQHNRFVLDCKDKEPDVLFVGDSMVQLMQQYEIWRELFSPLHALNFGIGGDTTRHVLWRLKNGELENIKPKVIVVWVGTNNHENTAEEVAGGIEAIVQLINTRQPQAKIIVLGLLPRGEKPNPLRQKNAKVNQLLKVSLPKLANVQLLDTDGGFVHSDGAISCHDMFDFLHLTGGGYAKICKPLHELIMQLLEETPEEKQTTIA
PAFAH2 FP inh = inhibitors of human PAFAH2; inhibition, % at 3.39 µM; AID 492956; actives 0.99% (n = 340,000); Q99487; recombinant PAFAH2, FP-rhodamine activity probe, fluorescence polarization;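 active means inhibition above the mean over all tested compounds plus 3 SD, cut at about 30% in these data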;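 further: inhibitors block probe labeling of enzyme so polarization drops; 0% = enzyme with DMSO and 100% = wells lacking PAFAH2 protein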
pPAFAH FP inh = inhibitors of human plasma PAF acetylhydrolase (pPAFAH); Q13093; recombinant pPAFAH, FP-rhodamine probe fluorescence polarization; inhibition, % at 3.39 µM; actives 1.5% (n = 330,000); AID 463082;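 active means inhibition above the mean inhibition across the screen plus 3 SD, cut at about 25% in these data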;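 further: inhibitors block binding of the rhodamine activity-based probe so polarization drops; 0% = enzyme with DMSO and 100% = wells lacking pPAFAH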
ZTA counter = ZTA (EBV) inhibition in EBNA-1 counter-screen | P03206 | ZTA-DNA binding, fluorescence polarization | inhibition, % at 11 µM | actives 0.15% (n = 320,000) | AID 2234; in the data active means inhibition above about 33%
PREPL inh = inhibits the human prolyl oligopeptidase-like enzyme; Q4J6C6; recombinant PREPL, fluorescence polarization activity-based probe; inhibition, % at 5.96 µM; actives 0.68% (n = 320,000); AID 2751; in the data active means inhibition above about 43%;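 further: 0% = enzyme with DMSO and 100% = wells lacking enzyme; many of its hits are not listed in these tables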
Active calls of the source: *; nt = no result given. These rows are one share of the data; count on the stated rates, not on these rows.

SMILES	LYPLA1 counter	LYPLA2 inh	PAFAH1B3 inh	EBNA-1 inh	PAFAH1B2 inh	PAFAH2 FP inh	pPAFAH FP inh	ZTA counter	PREPL inh
CC(=O)Nc1ccc(NC(=O)CSc2nnc(C3CC3)n2C)cc1	0	0	0	8	5	-5	0	7	-1
CCOC(=O)CN1CC23C=CC(O2)C(C(=O)NCc2ccc(F)cc2)C3C1=O (stereo not given)	1	0	2	-5	8	-9	10	3	4
O=C(Cn1[nH]c(=O)c2ccccc2c1=O)Nc1cccc(S(=O)(=O)N2CCCCCC2)c1	-1	9	5	0	3	-8	-7	-6	-8
Cc1nn(CC(=O)N(C)C2(C#N)CCCCC2)c(C)c1[N+](=O)[O-]	0	11	22	nt	6	3	1	1	7
CCOc1ccc(NC(=O)c2cc(S(=O)(=O)N3CCOCC3)cs2)cc1	0	-2	-1	-5	2	1	-3	6	-3
O=C(O)/C=C/C(=O)NNc1ncnc2ccccc12	-1	1	0	-5	-1	-1	2	1	-3
CCOc1ccccc1NC(=O)C(=O)NCC1CCCN1CC (stereo not given)	0	2	-6	7	2	-4	0	-18	4
CC(=O)OC1c2ccccc2C(=O)N1Cc1ccccc1 (stereo not given)	-2	5	0	0	1	3	-2	0	5
O=C(Nc1ccccc1C(=O)OCC(=O)c1c[nH]c2ccccc12)c1ccco1	-18	-19	-14	16	-11	-12	-16	11	-3
COc1ccc(OC)c(NC(=O)CSc2nnnn2-c2ccccc2F)c1	5	8	-2	2	2	-1	16	-22	12
COc1ccc(C(=O)Nc2sc3c(c2C(=O)O)CC(C)(C)OC3)cc1	0	-4	9	-1	-1	1	1	-4	1
O=C(NNc1ccccc1Br)C(O)(c1cccc(C(F)(F)F)c1)c1cccc(C(F)(F)F)c1	-23	-37	2	0	1	-25	-23	7	10
Cn1c(COc2cccc3cccnc23)nnc1SCC(=O)O	1	4	-3	-7	9	10	4	-7	-2
CCOc1ccc(N(CC)S(=O)(=O)c2ccc3c(c2)n(C)c(=O)c(=O)n3C)cc1	2	4	0	-2	0	4	1	-1	-2
COCCNC(=S)NC(=O)c1ccc(C(C)(C)C)cc1	-4	-2	-3	0	4	-2	3	12	-13
O=C(CN(Cc1ccco1)S(=O)(=O)c1ccccc1)N/N=C/c1ccccc1C(=O)O	-3	0	5	-11	3	4	-1	-14	-55
CS(=O)(=O)N(CC(=O)NCc1ccc2c(c1)OCO2)Cc1ccccc1	1	0	9	-1	3	4	2	-5	7
CCOC(=O)C1=CN(Cc2cccc(I)c2)S(=O)(=O)N(C)C1C (stereo not given)	nt	nt	11	nt	5	2	9	nt	nt
COc1ccc(/C=C/C(=O)NCCCn2ccnc2)cc1	-2	4	0	-6	-3	-10	0	-10	6
O=C(O)COc1ccccc1/C=C1\SC(=O)N(Cc2ccc(F)cc2)C1=O	-5	-9	12	-6	4	-5	-9	17	-6
CCn1c(C(C)NC(=O)c2ccc(OC)c(OC)c2)nc2ccccc21 (stereo not given)	1	1	14	-12	3	-1	1	1	2
O=C(NCc1ccncc1)c1nc(-c2cccs2)no1	-3	-3	12	2	-2	2	1	-4	-1
O=C(c1cccs1)N1N=C(c2ccccc2)CC1c1ccc(O)cc1 (stereo not given)	-10	-4	5	-6	0	-4	6	21	-6
Cc1ccc(CNc2ncnc3cc(Cl)ccc23)cc1	-6	5	3	2	5	-9	1	3	-4
CN1CC(=O)N(CC(=O)Nc2ccc(F)cc2)c2ccccc2C1=O	2	-6	5	-10	1	-5	-4	1	7
COc1ccc(Cn2cnc([N+](=O)[O-])c2)cc1[N+](=O)[O-]	0	3	4	4	-1	6	3	4	-2
CCc1ccc(-c2cc(C)no2)cc1S(=O)(=O)N1CCN(c2ccc(OC)cc2)CC1	-7	10	8	1	2	11	5	1	0
O=C(O)c1cc2ccccc2n1-c1ccccc1	0	-2	-3	-5	-6	-2	4	5	1
O=c1[nH]c(CSc2nnc(Nc3ccccc3)s2)nc2ccccc12	-4	-11	-2	9	2	3	0	9	-9
O=C(/C=C/c1ccccc1[N+](=O)[O-])NCc1ccccc1Cl	0	7	-3	5	0	2	3	-6	10
CC1CCCCC1NC(=O)CCn1c(=O)oc2ccccc21 (stereo not given)	-1	1	9	4	3	27	9	6	4
Cc1c(Cl)cccc1NC(=O)N1CCCC1	0	0	-5	2	-4	1	2	4	3
COc1ccc(NC(=O)C(=O)NCCC2CCCCN2S(=O)(=O)c2ccccc2)cc1 (stereo not given)	5	6	-3	15	5	3	0	-6	13
O=C(c1cnn(C(=O)COc2ccccc2F)c1)c1cc(F)ccc1O	0	-8	3	8	-1	3	3	11	-3
c1ccc(-c2nnc(CSc3ccc4c(c3)OCCO4)o2)cc1	0	4	-5	3	17	-1	1	-20	-2
O=C(NCc1ccc(F)cc1)C1CCC(CNc2c(N3CCOCC3)c(=O)c2=O)CC1 (stereo not given)	-2	-2	7	-2	2	0	1	-3	8
CCc1nc2c(sc3nc4c(cc32)COC(C)(C)C4)c(=O)n1Cc1ccco1	3	1	1	4	4	0	3	11	-7
O=C(CN1CCOCC1)Nc1ccc([N+](=O)[O-])cc1Br	2	-12	6	-23	-1	5	-5	1	7
COc1ccc(C(=O)Nc2ccc(Cl)cn2)cc1Cl	1	2	-1	-7	-5	-3	-2	4	-5
Cc1ccc(NC(=O)CSCC(=O)NC2CCCCC2)cc1	1	-8	1	0	4	-4	-4	1	13
COc1ccc(NC(=O)c2cccs2)cc1O	-4	1	9	5	-1	2	6	-2	-7
O=C(O)c1ccc[n+](Cc2ccc([N+](=O)[O-])cc2)c1	-1	-4	nt	-4	nt	nt	2	-12	-5
Cc1ccc(NS(=O)(=O)Cc2ccccc2)nc1	-1	-5	4	-5	4	1	-1	-5	7
CC1(c2nnc(-c3ccccc3)o2)CC(c2cccc(Cl)c2)=NO1 (stereo not given)	0	19	-12	-7	4	-1	-4	-23	-29
Cc1nc2cc(C(=O)O)ccc2s1	3	6	10	0	0	-4	2	2	0
CC(C)OCCCN1CN(S(=O)(=O)c2ccc(Cl)cc2)c2nc3ccccc3nc21	-6	-7	-7	7	3	4	9	2	6
COc1ccc(C(=O)/C=C/Nc2ccc([N+](=O)[O-])cc2C)cc1OC	-3	-4	-4	6	0	4	2	0	8
COc1ccc(C(=O)Nc2cc(C(=O)c3ccccc3)c(C)oc2=O)cc1	-5	-1	7	4	7	5	-4	-6	4
CCCCNCC#CCOc1cc(C)ccc1C(C)C	-3	-2	-3	-11	6	2	-3	-27	-16
CCC/C(O)=C1\C(=O)CC(c2ccccc2)CC1=NCCc1c(C)[nH]c2ccccc12 (stereo not given)	-3	0	7	7	2	-2	8	-13	26
COc1ccccc1C(CNC(=O)CN(C)S(=O)(=O)c1ccc(C)cc1)N1CCCC1 (stereo not given)	1	9	6	nt	-2	-3	-11	-2	16
COc1ccc(-c2cc(C(F)(F)F)c3c(=O)n(-c4ccccc4)[nH]c3n2)cc1	-3	-2	6	2	4	11	6	-5	0
CC(=O)c1ccc(CCCC(=O)O)cc1	1	6	9	9	-5	1	1	-14	5
COc1ccc(C(=O)c2c3ccc([N+](=O)[O-])cc3[n+]([O-])n2CCCC(N)=O)cc1	-2	-3	2	-9	-6	2	6	0	6
O=S(=O)(Nc1ccc(F)cc1)c1cccc2nsnc12	0	4	17	-1	5	-8	14	-3	-6
Cc1ccc(S(=O)(=O)N2CCN(C(=O)C3CSC4(C)CCC(=O)N34)CC2)cc1C (stereo not given)	2	8	5	-5	8	-2	0	-4	-6
CCCn1c(N)c(C(=O)CSc2nnc(C3CC3)n2-c2ccccc2)c(=O)[nH]c1=O	2	0	3	nt	7	-3	3	7	-3
Cc1cccc(C)c1Nc1nnc(SCc2nc3ccccc3c(=O)[nH]2)s1	-1	2	0	4	3	2	1	-20	1
O=[N+]([O-])c1ccc(CN2CCCCCC2)s1	2	-2	5	1	5	32*	5	-14	-4
COc1ccc(-c2cc(CNC(=O)CN(C)Cc3ccccc3)on2)cc1	1	1	-2	6	4	-2	5	0	1
Cc1ccc(S(=O)(=O)N2CCCC2C(=O)OCC(=O)Nc2ccc3c(c2)OCO3)cc1 (stereo not given)	1	1	-4	7	-1	6	7	-2	7
O=C(Nc1nc2ccc(Cl)cc2s1)c1cccc(N2C(=O)CCC2=O)c1	0	2	-9	6	-3	-17	3	-9	8
COc1cccc(CNc2nc3ccc(C)cc3n3cnnc23)c1	-4	-5	6	8	2	0	6	0	-10

15 neighbouring records out of the list so far:
SMILES	LYPLA1 counter	LYPLA2 inh	PAFAH1B3 inh	EBNA-1 inh	PAFAH1B2 inh	PAFAH2 FP inh	pPAFAH FP inh	ZTA counter	PREPL inh
COc1ccc(C(=O)Nc2cc(C(=O)c3ccccc3)c(C)oc2=O)cc1	-5	-1	7	4	7	5	-4	-6	4
CCCCNCC#CCOc1cc(C)ccc1C(C)C	-3	-2	-3	-11	6	2	-3	-27	-16
CCC/C(O)=C1\C(=O)CC(c2ccccc2)CC1=NCCc1c(C)[nH]c2ccccc12 (stereo not given)	-3	0	7	7	2	-2	8	-13	26
COc1ccccc1C(CNC(=O)CN(C)S(=O)(=O)c1ccc(C)cc1)N1CCCC1 (stereo not given)	1	9	6	nt	-2	-3	-11	-2	16
COc1ccc(-c2cc(C(F)(F)F)c3c(=O)n(-c4ccccc4)[nH]c3n2)cc1	-3	-2	6	2	4	11	6	-5	0
CC(=O)c1ccc(CCCC(=O)O)cc1	1	6	9	9	-5	1	1	-14	5
COc1ccc(C(=O)c2c3ccc([N+](=O)[O-])cc3[n+]([O-])n2CCCC(N)=O)cc1	-2	-3	2	-9	-6	2	6	0	6
O=S(=O)(Nc1ccc(F)cc1)c1cccc2nsnc12	0	4	17	-1	5	-8	14	-3	-6
Cc1ccc(S(=O)(=O)N2CCN(C(=O)C3CSC4(C)CCC(=O)N34)CC2)cc1C (stereo not given)	2	8	5	-5	8	-2	0	-4	-6
CCCn1c(N)c(C(=O)CSc2nnc(C3CC3)n2-c2ccccc2)c(=O)[nH]c1=O	2	0	3	nt	7	-3	3	7	-3
Cc1cccc(C)c1Nc1nnc(SCc2nc3ccccc3c(=O)[nH]2)s1	-1	2	0	4	3	2	1	-20	1
O=[N+]([O-])c1ccc(CN2CCCCCC2)s1	2	-2	5	1	5	32*	5	-14	-4
COc1ccc(-c2cc(CNC(=O)CN(C)Cc3ccccc3)on2)cc1	1	1	-2	6	4	-2	5	0	1
Cc1ccc(S(=O)(=O)N2CCCC2C(=O)OCC(=O)Nc2ccc3c(c2)OCO3)cc1 (stereo not given)	1	1	-4	7	-1	6	7	-2	7
O=C(Nc1nc2ccc(Cl)cc2s1)c1cccc(N2C(=O)CCC2=O)c1	0	2	-9	6	-3	-17	3	-9	8

Source: PubChem BioAssay
